# Screening results (PubChem BioAssay)
# Cardiac RTF inh – cardiac RTF calcium sensitivity inhibitors, primary screen, biochemical, IANBD-TnC fluorescence, EC70 calcium; Troponin I, cardiac muscle (Homo sapiens) + Troponin T, cardiac muscle (Homo sapiens) + …; IANBD-labeled cardiac RTF, Ca2+ fluorescence; inhibition, % at 7.15 µM; 0.12% of 340,000 active;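 active = inhibition above the mean inhibition of all tested compounds plus 3 SD, cut at about 17% in these data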;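 also: assay run at fixed EC70 calcium of 1.6 mM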
# MOR-DOR ag – agonists of OPRM1-OPRD1 heterodimerization, primary screen, cell-based, luminescence; 0.3% of 340,000 active; activation, % at 9.3 µM; AID 504326, 2011; Mu-type opioid receptor (Homo sapiens) + Delta-type opioid receptor (Homo sapiens), …; cells; in the data active = activation above about 18%;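 also: 0% = vehicle-treated cells and 100% = reference agonist; values of inactives mirror those of a sister screen read the other way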
# HTR5A inv ag – HTR5A inverse agonists in luminescence cell assay, primary screen, counter-screen for OPRM1-OPRD1 heterodimer inverse agonist project, full-deck HTS | HTR5A cell line, inverse agonism | inhibition, % at 9.3 µM | 0.083% of 340,000 active | AID 504634, 2011; in the data active = inhibition mostly above about 23%, no sharp cut-off; inactive = mostly below about 18%;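 also: 0% = cells with DMSO and 100% = no-cell wells with DMSO; some compounds called inactive have numbers as strong as hits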
# Target sequence (P47898 whole entry, looked up): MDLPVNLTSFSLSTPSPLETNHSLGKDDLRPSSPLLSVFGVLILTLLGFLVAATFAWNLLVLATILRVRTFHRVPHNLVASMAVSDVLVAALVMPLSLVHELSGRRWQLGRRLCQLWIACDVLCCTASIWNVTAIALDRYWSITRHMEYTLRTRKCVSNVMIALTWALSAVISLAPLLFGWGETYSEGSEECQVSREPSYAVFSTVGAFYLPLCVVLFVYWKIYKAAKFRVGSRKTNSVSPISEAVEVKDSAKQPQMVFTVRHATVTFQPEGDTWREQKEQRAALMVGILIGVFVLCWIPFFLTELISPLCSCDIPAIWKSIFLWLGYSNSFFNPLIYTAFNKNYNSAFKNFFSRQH
# Keap1-Nrf2 PPI – Keap1-Nrf2 protein-protein interaction inhibitors, primary screen, biochemical, fluorescence polarization, single point. Kelch-like ECH-associated protein 1 (Homo sapiens), Q14145. Keap1 Kelch-Nrf2 peptide fluorescence polarization, 1536-well. inhibition, % at 9.4 µM. 0.15% of 340,000 active. AID 504523, 2011; in the data active = inhibition above about 12%;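 also: human Keap1 Kelch domain with fluorescein labeled Nrf2 9mer peptide probe; 0% = neutral control wells and 100% = peptide positive control; higher means more block of Keap1 binding to Nrf2 peptide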
# Target sequence (Q14145 whole entry, looked up, the tested form may be a part): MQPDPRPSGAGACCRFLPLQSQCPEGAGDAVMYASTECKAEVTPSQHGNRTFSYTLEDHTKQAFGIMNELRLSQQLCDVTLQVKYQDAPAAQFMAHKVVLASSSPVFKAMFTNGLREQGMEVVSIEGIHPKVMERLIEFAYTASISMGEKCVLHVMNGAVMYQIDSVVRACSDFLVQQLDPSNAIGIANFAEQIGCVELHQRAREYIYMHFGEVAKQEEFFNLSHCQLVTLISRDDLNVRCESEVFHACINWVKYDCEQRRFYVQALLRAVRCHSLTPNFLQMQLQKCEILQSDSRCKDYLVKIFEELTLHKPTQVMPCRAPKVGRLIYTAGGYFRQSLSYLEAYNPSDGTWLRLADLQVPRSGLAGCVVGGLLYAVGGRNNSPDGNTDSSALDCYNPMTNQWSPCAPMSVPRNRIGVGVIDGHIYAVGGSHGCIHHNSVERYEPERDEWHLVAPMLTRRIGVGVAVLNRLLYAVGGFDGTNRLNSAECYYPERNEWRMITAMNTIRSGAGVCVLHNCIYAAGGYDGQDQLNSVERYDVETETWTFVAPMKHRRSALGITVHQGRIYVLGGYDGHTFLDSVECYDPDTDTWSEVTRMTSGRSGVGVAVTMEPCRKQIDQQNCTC
# OPRM1-OPRD1 inv – inverse agonists of MOR-DOR heterodimerization, primary screen, cell-based, luminescence | 0.21% of 340,000 active | AID 504357, 2011 | Mu-type opioid receptor (Homo sapiens) + Delta-type opioid receptor (Homo sapiens), … | cell-based MOR-DOR heterodimer luminescence, inverse agonism | inhibition, % at 9.3 µM; in the data active = inhibition above about 22%, passing the limit was not always enough;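 also: 0% = cells with DMSO and 100% = wells without cells with DMSO; values of inactives mirror those of a sister screen read the other way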
# V-ATPase pH – regulators of yeast V-ATPase proton pumping, primary screen, pHLuorin cytosolic pH fluorescence; AID 504577, 2011; S. cerevisiae; response, % at 10 µM; 0.37% of 350,000 active; in the data active = response mostly above about 7.3%, no sharp cut-off; inactive = mostly below about 5.4%; also: actives read high; inactives centre near 0; some compounds called inactive have numbers as strong as hits; reference of the scale not given here
# cardiac RTF act – cardiac RTF calcium sensitivity activators, primary screen, biochemical, IANBD-TnC fluorescence, EC20 calcium | Troponin I, cardiac muscle (Homo sapiens) + Troponin T, cardiac muscle (Homo sapiens) + … | IANBD-labeled TnC RTF fluorescence at EC20 calcium; 0% EC20 calcium, 100% full calcium | activation, % at 7.2 µM | 0.24% of 340,000 active;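 active = activation above the mean over all tested compounds plus 3 SD, cut at about 30% in these data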;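 also: rise in fluorescence read as greater calcium sensitivity of cardiac thin filaments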
# C-LANA FP – inhibitors of KSHV C-LANA binding to DNA, primary screen, biochemical, fluorescence polarization, FAM-LBS DNA, MBP-C-LANA, single point; 0.078% of 340,000 active; inhibition, % at 9 µM; Kaposi's sarcoma herpesvirus LANA C-terminal domain (residues 932-1162) DNA binding; AID 504423, 2011;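 active = highest replicate inhibition at or above 60% at 9 µM, even if other replicates fall short; inactive = all replicates below 60% inhibition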;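 also: 0% = neutral control wells and 100% = 4 µM acridine orange control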
# CAL PDZ FP – untagged CAL PDZ binding inhibitors, primary screen, biochemical, fluorescence polarization, HTS; Golgi-associated PDZ and coiled-coil motif-containing protein (Homo sapiens), Q9HD26; purified CAL PDZ, TMR-peptide fluorescence polarization, 1 h; inhibition, % at 24.9 µM; 0.92% of 300,000 active; AID 602252, 2012;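 active = mean inhibition of at least 30% with at least half of replicates also reaching 30%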;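 also: 0% = DMSO neutral control and 100% = excess unlabeled competitor peptide PRC23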
# HTR5A ag – HTR5A agonists in luminescence cell assay, primary screen, counter-screen for OPRM1-OPRD1 heterodimer agonist project, full-deck HTS; 5-hydroxytryptamine receptor 5A (Homo sapiens), P47898; cell-based; activation, % at 9.3 µM; 0.61% of 340,000 active; in the data active = activation mostly above about 9.5%, no sharp cut-off; inactive = mostly below about 7.6%;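 also: 0% = cells with vehicle only and 100% = reference agonist; strong numbers were not always called active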
# * = called active by the depositor; . = not tested or not shown.
no.	compound	Cardiac RTF inh	MOR-DOR ag	HTR5A inv ag	Keap1-Nrf2 PPI	OPRM1-OPRD1 inv
1	Cc1ccc(-n2nc3c(=O)n(CC(=O)NCc4ccc(C)o4)nc(C)c3c2C)cc1	-3	-2.0	8	-1	11
2	CCCC1=C(C(=O)OCC)C(c2c(C)nn(-c3ccccc3)c2Cl)C(C#N)=C(N)O1 (stereo unspecified)	-14	-0.1	9	-3	1
3	CCOC(=O)N1CCN(C(=O)c2nc3ccccc3s2)CC1	-6	-1.5	-13	0	9
4	O=C(CSc1nnc(C2CC2)n1C1CC1)c1ccc(F)c(F)c1	-4	-1.6	15	-1	7
5	Cn1cccc1C(=O)C(=O)Nc1ccc(F)c(F)c1	-6	0.4	-7	2	-2
6	CCC(C)(C(=O)NC1CCCC1)N(C(=O)c1cnccn1)c1c(C)n(C)n(-c2ccccc2)c1=O (stereo unspecified)	-5	-1.9	-9	2	10
7	O=C1NC(c2ccccc2)=C(c2ccc3ccccc3n2)C(c2ccccc2)N1 (stereo unspecified)	-10	0.2	3	-4	-2
8	Cc1cc(C)n(Cc2ccccc2)c(=O)c1S(=O)(=O)c1ccccc1	4	-2.8	-19	2	12
9	CSc1ccc(CN(C)C(C)C(=O)Nc2ccc(F)c(F)c2F)cc1 (stereo unspecified)	4	1.2	23	.	-6
10	COc1ccc(OC)c(NC(=O)CN2CCc3ccccc3C2)c1	-27	3.6	-21	0	-25
11	COc1ccc(C(=O)Nc2nnc(S(=O)(=O)N3CCOCC3)s2)cc1	3	-2.6	8	-1	13
12	Cc1ccc(NC(=S)c2ccccc2)cc1	7	0.4	-2	4	-2

no.	V-ATPase pH	cardiac RTF act	C-LANA FP	CAL PDZ FP	HTR5A ag
1	2	2	-0.4	0	-2
2	-1	-5	-0.4	-6	-3
3	-3	-5	0.1	14	0
4	3	-1	-0.6	-5	-6
5	3	1	-0.3	2	2
6	1	3	0.9	3	3
7	0	-10	0.4	-3	-1
8	-2	-1	-1.0	2	8
9	4	2	.	0	0
10	-3	-1	-0.9	-8	1
11	3	5	-0.9	1	2
12	-2	6	1.8	-2	-1

# Record cards, from the list above. Screens in order: Cardiac RTF inh	MOR-DOR ag	HTR5A inv ag	Keap1-Nrf2 PPI	OPRM1-OPRD1 inv	V-ATPase pH	cardiac RTF act	C-LANA FP	CAL PDZ FP	HTR5A ag
# O=C(CSc1nnc(C2CC2)n1C1CC1)c1ccc(F)c(F)c1 reads -4	-1.6	15	-1	7	3	-1	-0.6	-5	-6
# COc1ccc(OC)c(NC(=O)CN2CCc3ccccc3C2)c1 reads -27	3.6	-21	0	-25	-3	-1	-0.9	-8	1
# CCCC1=C(C(=O)OCC)C(c2c(C)nn(-c3ccccc3)c2Cl)C(C#N)=C(N)O1 (stereo unspecified) reads -14	-0.1	9	-3	1	-1	-5	-0.4	-6	-3
# O=C1NC(c2ccccc2)=C(c2ccc3ccccc3n2)C(c2ccccc2)N1 (stereo unspecified) reads -10	0.2	3	-4	-2	0	-10	0.4	-3	-1
# CCC(C)(C(=O)NC1CCCC1)N(C(=O)c1cnccn1)c1c(C)n(C)n(-c2ccccc2)c1=O (stereo unspecified) reads -5	-1.9	-9	2	10	1	3	0.9	3	3

# (list continues)
no.	compound	Cardiac RTF inh	MOR-DOR ag	HTR5A inv ag	Keap1-Nrf2 PPI	OPRM1-OPRD1 inv
13	O=[N+]([O-])c1ccc(/C=N/N2CCN(Cc3ccccc3)CC2)cc1	-12	6.7	2	4	-35
14	O=C(N/N=C/c1ccccc1[N+](=O)[O-])c1cnccn1	-3	-0.8	13	0	4
15	CCN(CC)S(=O)(=O)c1ccc2[nH]c(=O)cc(C(=O)Nc3cccc(C(C)=O)c3)c2c1	3	1.0	-12	1	-5
16	CC(C)N1CC(C(=O)Nc2ccccc2)CC1=O (stereo unspecified)	1	-1.7	-31	1	10
17	Cc1ccc2nc(NNC(=O)c3ccc4c(c3)OCCO4)sc2c1	1	0.8	6	-3	-5
18	COc1ccc(/C=N/Nc2nc(C(=O)O)cs2)cc1	-4	-2.6	13	-10	13
19	CN(C)CCCN(C(=O)COc1ccc(Cl)cc1)c1nc2c(F)cccc2s1	-22	0.1	5	-5	-1
20	COc1ccc2cc(C[C@@H]3CC[C@@H](CNC(N)=O)O3)ccc2c1	-5	-1.5	4	1	7
21	COC(=O)CNc1nc(Cl)nc(Nc2ccc(Cl)cc2)n1	0	-1.0	-12	1	5
22	COCCCNc1nc(CC(C)C)nc2c1nnn2Cc1ccccc1	-7	4.1	10	-4	-21
23	COc1cccc(NC(=O)NC2CCN(Cc3nnnn3Cc3ccc4c(c3)OCO4)CC2)c1	-4	-0.3	-5	-4	1
24	O=C(c1cccs1)N1CCN(Cc2nc3ccccc3c(=O)[nH]2)CC1	-13	-3.2	-10	1	16

no.	V-ATPase pH	cardiac RTF act	C-LANA FP	CAL PDZ FP	HTR5A ag
13	7	-2	0.6	3	-1
14	0	-5	-0.4	-5	1
15	5	4	0.9	0	-6
16	3	-3	-1.1	-5	2
17	-1	-2	0.7	.	-2
18	-2	-3	7.2	-1	-3
19	-4	3	-0.5	-3	-4
20	0	9	2.8	-2	-1
21	1	4	-0.5	1	5
22	3	2	-0.4	.	4
23	-1	0	-2.1	-2	-2
24	0	-1	1.9	-1	0

# Next records follow.
no.	compound	Cardiac RTF inh	MOR-DOR ag	HTR5A inv ag	Keap1-Nrf2 PPI	OPRM1-OPRD1 inv
25	N#C/C(=C/c1ccc(Br)s1)C(=O)NCCc1c[nH]c2ccccc12	8	1.5	-3	5	-8
26	CCOC(=O)c1ccc(NC(=S)NCc2ccc(S(N)(=O)=O)cc2)cc1	0	-0.3	-22	-2	1
27	CC(=O)c1cccc(N2C(=O)Nc3ccccc3N2O)c1	-2	-1.4	1	4	9
28	NC(Cc1ccc2nsnc2c1)C(=O)O (stereo unspecified)	-7	0.8	19	-2	-4
29	COc1ccc(-c2csc3ncnc(N4CCN(S(=O)(=O)c5ccc(C(C)=O)cc5)CC4)c23)cc1	-4	-1.5	7	-2	7
30	O=C(NC1CCCCC1)C1CCCN1S(=O)(=O)c1ccc(Cl)cc1 (stereo unspecified)	0	-1.1	10	0	6
31	O=C(CN1C(=O)S/C(=C/c2ccncc2)C1=O)Nc1ccccc1	2	0.0	-3	-5	0
32	CC(C)(C)c1ccc(NC(=O)C2CCCN(c3cnccn3)C2)cc1 (stereo unspecified)	10	-1.9	-2	-1	9
33	Cc1cc(NCCCN2CCOCC2)n2ncc(-c3ccc(Cl)cc3)c2n1	-1	-1.0	17	0	5
34	Cc1cccc(OCC(=O)Nc2ccc(C(=O)Nc3ccccc3C(=O)O)cc2)c1C	1	-2.8	-14	2	9
35	O=C(NCc1ccccc1Cl)C1CCC(CNc2nc(=S)[nH]c3ccccc23)CC1 (stereo unspecified)	-6	-2.4	-8	1	12
36	O=C(CSC(=S)N1CCOCC1)Nc1ccc(S(=O)(=O)Nc2ncccn2)cc1	-9	-1.1	4	1	6

no.	V-ATPase pH	cardiac RTF act	C-LANA FP	CAL PDZ FP	HTR5A ag
25	-4	-4	-0.6	-3	4
26	-6	-3	-0.2	.	1
27	0	0	1.1	-3	1
28	-4	4	-2.0	24	0
29	17*	-7	-7.3	8	-4
30	0	2	0.7	-3	-3
31	1	1	-0.7	-4	1
32	-1	-4	1.2	-7	0
33	3	0	1.4	.	-7
34	-2	-6	1.6	3	5
35	-3	4	0.9	-4	3
36	-2	3	0.1	21	2

# Next records:
no.	compound	Cardiac RTF inh	MOR-DOR ag	HTR5A inv ag	Keap1-Nrf2 PPI	OPRM1-OPRD1 inv
37	C/C(=N/NC(=O)CN(c1ccccc1)S(=O)(=O)c1ccccc1)c1ccccc1O	-7	5.3	-1	-3	-26
38	CCOC(=O)c1c(-c2ccccc2)csc1NC(=S)NC	0	1.7	-13	-3	-12
39	Cc1c(C(Nc2ccccn2)c2ccc(Cl)cc2)c(=O)n(-c2ccccc2)n1C (stereo unspecified)	5	-1.4	7	0	8
40	C/C(CC(=O)NC1CCCCC1)=N\NC(=O)Cc1ccc(-c2ccccc2)cc1	-7	1.2	8	-1	-6
41	CC1(C)CC(=O)C(CC(=O)N2CCC(Cc3ccccc3)CC2)C(=O)C1	4	-1.8	17	-4	10
42	CC1CCCCC1NC(=O)CN1CCN(S(=O)(=O)c2ccc(Br)s2)CC1 (stereo unspecified)	-3	-1.6	-9	1	6
43	COc1cc(OC)c(OC)cc1CN1CCC(O)CC1	-3	-2.8	11	-4	14
44	COC(=O)C1CC(=O)N(CCc2c[nH]c3ccccc23)C1 (stereo unspecified)	3	-2.9	10	0	14
45	CCc1noc(C)c1C(=O)N1CCC(CCC(=O)Nc2cccc(C)c2)CC1	4	-4.7	-17	2	15
46	CC(C)Oc1ccc(CCC(=O)N/N=C/c2ccc3c(c2)OCO3)cc1	-3	2.2	7	3	-12
47	CC(=O)Nc1ccc(S(=O)(=O)NCCSCc2ccccc2Cl)cc1	-10	3.7	1	-2	-25
48	O=C(Nc1ccc(C(=O)OC2CCCCC2)cc1)c1ccncc1	-11	6.9	-13	-1	-33

no.	V-ATPase pH	cardiac RTF act	C-LANA FP	CAL PDZ FP	HTR5A ag
37	-1	4	-1.8	-1	0
38	1	-1	-0.7	-2	4
39	4	-1	-0.9	5	-3
40	1	0	-0.7	0	-3
41	0	3	-1.0	.	1
42	-3	4	-1.1	-1	1
43	-3	6	0.3	-2	-2
44	-2	-5	-0.7	-2	-1
45	-6	-4	-0.6	14	0
46	0	-2	0.0	-4	-2
47	5	8	0.3	-4	7
48	5	3	0.5	-1	3

# Next results
no.	compound	Cardiac RTF inh	MOR-DOR ag	HTR5A inv ag	Keap1-Nrf2 PPI	OPRM1-OPRD1 inv
49	O=c1nc(/C=C/c2cccn2-c2ccc([N+](=O)[O-])cc2)cc(C(F)(F)F)[nH]1	1	-0.5	8	-2	2
50	CC1CN(Cc2ccc(Cl)cc2Cl)CC(C)O1 (stereo unspecified)	0	0.9	17	10	-6
51	COc1ccc(CCNC(=O)C(=O)NCc2ccc(C)cc2)cc1OC	0	-0.7	-1	-1	4
52	COc1cccc(CNC(=O)Cn2nc([N+](=O)[O-])c(Br)c2C)c1	-9	-3.7	4	1	18

no.	V-ATPase pH	cardiac RTF act	C-LANA FP	CAL PDZ FP	HTR5A ag
49	-2	6	1.0	2	-3
50	.	0	-0.4	0	-2
51	-5	-10	-0.1	6	-7
52	2	-1	-0.7	-3	-1
